Bioassay records: PubChem, several laboratories
HSF1 inhib = HSF1 inhibition; NIH3T3-HGL HSE-luciferase, MG132-induced, luminescence 8 h; hits give low values; AID 2098; hit rate 0.77% among 300,000; activity change, negative = inhibition, % at 7.5 µM (by protocol);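 active = more than half of replicate wells show activity change below -50%, luminescence cut by over half; inconclusive = some wells, but at most half, below -50%; inactive = no replicate well below -50%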;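 note: luciferase reports HSF-1 transcriptional activity via heat shock element; 0% = median of DMSO wells and -100% = zero luminescence signal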
HSP90 refold inh = blocks HSP90-mediated luciferase refolding in reticulocyte lysate; Rabbit reticulocyte lysate, luciferase refolding luminescence, 3 h; inhibition, % at 5.6 µM; hit rate 0.91% among 290,000;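 active = inhibition above the screen-wide mean plus 3 SD, computed separately per campaign, cut at about 16% in these data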;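 note: 0% = DMSO wells and 100% = 60 µM geldanamycin wells; inhibitors lower the luminescence because luciferase stays unfolded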
HIF act = HIF pathway transcriptional activation | activation, % at 7.5 µM (by protocol) | U2OS HRE-luciferase reporter, luminescence; normalized: DMSO 0%, desferrioxamine 100% | hit rate 0.32% among 300,000;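 active = mean activation of at least 10% of the iron chelator positive control signal, with at least half of replicates also reaching 10%; inconclusive = mean and replicate majority disagree about reaching 10%; inactive = mean and most replicates under 10%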
HDAC3 inhib = blocks human histone deacetylase 3; AID 2718; O15379; recombinant HDAC3, fluorogenic peptide/trypsin coupled, fluorescence; inhibition, % at 8.3 µM; hit rate 0.15% among 320,000; in the data active = inhibition above about 26%, passing the limit was not always enough; inconclusive = no clear call, values can overlap the other calls
Target sequence (O15379 whole entry, looked up): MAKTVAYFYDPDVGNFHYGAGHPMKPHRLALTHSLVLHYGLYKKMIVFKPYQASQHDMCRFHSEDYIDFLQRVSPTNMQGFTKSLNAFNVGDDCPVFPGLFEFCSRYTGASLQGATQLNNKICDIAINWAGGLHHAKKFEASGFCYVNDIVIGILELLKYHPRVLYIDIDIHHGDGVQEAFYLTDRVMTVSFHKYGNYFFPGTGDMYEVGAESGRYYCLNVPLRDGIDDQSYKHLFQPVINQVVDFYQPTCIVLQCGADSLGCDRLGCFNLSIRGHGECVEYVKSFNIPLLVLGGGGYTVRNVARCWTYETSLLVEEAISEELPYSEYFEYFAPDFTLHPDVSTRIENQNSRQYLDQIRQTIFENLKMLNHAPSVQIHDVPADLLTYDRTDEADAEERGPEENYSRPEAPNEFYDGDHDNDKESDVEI
HSF1 activator = increases HSF-1 driven luciferase reporter signal; NIH3T3-HGL HSF-1 luciferase reporter, MG132, 8 h; 100% = twice DMSO control signal; activation, % at 9 µM; hit rate 1.7% among 300,000;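 active = mean replicate activation of at least 50% with a set share of replicates each reaching 50%; inconclusive = only one of those two conditions met; inactive = mean below 50% and too few replicates reaching it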;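 note: 0% = median of the neutral control wells and 100% = twice that signal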
Platelet DG rel = modulates dense granule release in human platelets | human platelet-rich plasma, SFLLRN dense granule ATP release, luminescence | inhibition, %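 (compounds screened at 7.5 µM in platelet-rich plasma)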 | hit rate 0.22% among 300,000 | AID 1663;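 active = mean replicate score, as percent of positive control, at or above 50; inconclusive = mean below 50 but at least one replicate at or above 50; inactive = mean and every replicate below 50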
AI-2 QS modul = modulators of Vibrio harveyi AI-2 quorum sensing system; Vibrio harveyi JMH597 AI-2 luminescence/OD600 ratio, 9 h; hits give low values; strain lacks LuxN and CqsS sensors; 0 = neutral-control median; activity change, % at 7.5 µM; hit rate 0.4% among 300,000; AID 2094; in the data active = activity change below about -75%, passing the limit was not always enough; inconclusive = no clear call, values can overlap the other calls;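 note: luminescence divided by OD600 gain over 9 h not by final OD600 alone; inactives centre near 13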
KLF5 inhibitor = inhibitors of KLF5 expression; DLD-1 KLF5 promoter-luciferase reporter, luminescence; inhibition, % at 5 µM; hit rate 0.23% among 290,000; AID 1700;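 active = inhibition above a per-plate limit of that plate's mean compound inhibition plus 3 SD, cut at about 60% in these data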;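 note: 0% = DMSO wells and 100% = LY294002 at 200 µM; higher means less KLF5 promoter-driven luciferase light; inactives centre near -14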
aSyn 5UTR inh = MLPCN primary screen, SNCA 5' untranslated region. alpha-synuclein 5'UTR reporter, inhibitor activity. inhibition, % (tested at 7.5 µM). hit rate 0.82% among 300,000. AID 1813; in the data active = inhibition above about 60%; inconclusive = no clear call, values can overlap the other calls;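 note: H4 neuroglioblastoma cells stably carrying SNCA 5'UTR luciferase fusion; 0% = DMSO wells and 100% = positive control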
IEC-6 tox = kills IEC-6 intestinal cells in KLF5 counter-screen; hit rate 0.78% among 290,000; inhibition, % at 5 µM; IEC-6 cytotoxicity, luminescence viability; AID 1825; in the data active = inhibition above about 22%;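 note: 0% = plate median of test compound wells and 100% = cytotoxic reference compound wells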
* = called active by the depositor; ? = inconclusive; / = not tested or not shown.

SMILES	HSF1 inhib	HSP90 refold inh	HIF act	HDAC3 inhib	HSF1 activator	Platelet DG rel	AI-2 QS modul	KLF5 inhibitor	aSyn 5UTR inh	IEC-6 tox
CCC(=O)N1C(Cc2ccccc2)COC1(C)C (centres undefined)	-9.6	0.6	-0.6	/	-22.0	-14.3	-2.8	-30.6	11.7	-2.7
CC(C)(C)c1ccc2c(c1)OC(C(=O)N/N=C\c1ccccn1)CO2 (centres undefined)	0.8	0.6	0.3	-3.5	3.1	-8.1	34.9	-29.4	-8.9	-11.0
Cc1cc(-n2cnc(-c3cn(C)nc3C)n2)no1	16.4	0.4	0.9	-2.1	13.7	-1.7	15.4	-28.4	-23.5	4.5
c1ccc(N2CCN(Cc3cnc(N4CCOCC4)s3)CC2)cc1	6.4	-1.0	-0.3	2.2	12.5	5.4	12.6	5.2	9.9	-7.1
Cc1c(C(=O)OCC(=O)N2CC(=O)Nc3ccccc32)oc2ccccc12	-1.8	3.0	1.1	6.4	11.1	-1.5	21.3	-35.1	-12.2	2.1
COc1ccc(C2C(C(=O)c3ccccc3)=C(C)Nc3nc4ccccc4n32)cc1OC (centres undefined)	2.1	0.2	0.1	-3.0	13.9	-7.3	22.8	-31.1	-29.5	8.4
O=C(O)c1ccc(CN(c2ccccn2)S(=O)(=O)c2ccccc2)cc1	-5.6	-0.9	-0.3	-4.7	9.0	6.8	21.2	-6.1	20.6	2.4
CCCn1nc(C(=O)NCc2ccccn2)c2ccccc2c1=O	6.4	0.8	-0.3	0.5	-7.7	/	6.1	-26.6	4.6	-1.2
O=C(NCCO)C1(c2ccc(Cl)cc2)CCCC1	-1.4	-1.5	-0.1	-4.3	24.4	-4.9	-2.5	-32.4	-11.3	-1.0
O=C(NCc1cccnc1)c1cc(-c2ccc(Cl)cc2)oc1C(F)(F)F	-1.6	-2.8	-0.5	6.8	15.0	-8.5	28.9	-37.6	3.6	1.6
Cc1cccc(NC(=O)c2ccc(COc3ccccc3[N+](=O)[O-])o2)n1	-2.2	-1.1	0.7	5.5	-2.8	-2.0	11.4	-28.3	12.4	4.1
Cc1ccc2c(c1)C(O)(CC(=O)c1ccc(C)s1)C(=O)N2 (centres undefined)	2.9	-3.5	0.1	3.2	8.0	-1.3	32.2	-20.5	8.0	1.8
CC1CCc2c(sc(NC(=O)c3ccccc3C(=O)O)c2C#N)C1 (centres undefined)	3.2	0.8	0.3	7.8	5.4	-0.3	13.5	-5.1	-12.1	1.0
COc1ccc(/C=C/c2c([N+](=O)[O-])c(=O)n(C)c(=O)n2C)cc1O	33.6	-4.0	-1.1	-2.2	42.1	-2.1	14.5	0.0	-40.1	4.6
O=C1NN=C(c2ccc(Cl)cc2)CC1c1cccc(Br)c1 (centres undefined)	15.0	1.0	0.0	4.9	10.0	-0.3	30.4	14.2	-3.8	3.9
CC1CC(=O)N(CC(=O)Nc2ccc(F)cc2F)c2ccccc2S1(=O)=O (centres undefined)	2.0	-2.5	0.1	-2.5	7.6	3.1	2.0	-35.2	-15.5	-1.5
Cc1cccnc1NC(=O)c1ccc(OCc2c(C)noc2C)cc1	11.7	-5.2	1.3	1.0	17.6	-6.3	29.4	-36.0	-81.1	-2.3
Cc1nn(CC(=O)NC(C)CCc2ccccc2)c(=O)c2nn(-c3ccccc3)c(C)c12 (centres undefined)	-7.2	-2.4	0.2	10.0	5.8	3.0	44.2	-32.5	6.2	-3.9
CC(C)COC(=O)/C(C#N)=C/c1c[nH]c2ccccc12	6.8	-3.9	1.2	0.9	11.9	8.7	19.0	-19.1	11.4	-0.5
CCc1cccc(NC(=O)Nc2cccs2)c1	73.5	-1.0	1.5	2.4	132.9*	0.2	43.8	-55.8	-243.5	1.7
Cc1ccc(-n2c(C)cc(C=C(C#N)C#N)c2C)cc1	16.3	-1.2	-1.2	4.8	15.0	0.9	8.2	-25.5	-15.7	-1.8
CNS(=O)(=O)c1cccc(C(=O)NNC(=O)CN(C)S(=O)(=O)c2ccc(Cl)cc2)c1	-10.0	/	0.2	-0.6	-6.3	5.0	4.6	/	5.6	/
COC(=O)c1nc(NC(=O)c2ccccc2Cl)n[nH]1	0.7	-1.4	0.3	15.8	16.5	-1.4	41.5	-12.1	7.7	-8.7
CCOc1ccc(-n2c(Cc3cc(=O)[nH]c(=O)[nH]3)nnc2SCC(=O)OC)cc1	6.7	3.3	-0.3	3.1	-8.3	4.1	35.2	-40.4	-13.1	0.9
Cc1ccc(C(=O)N2CCCc3ccccc32)c(F)c1F	-5.8	-7.2	-17.3	-0.2	13.2	-6.6	10.4	-11.5	7.5	-9.4

Next part (two carried over from the part before).
SMILES	HSF1 inhib	HSP90 refold inh	HIF act	HDAC3 inhib	HSF1 activator	Platelet DG rel	AI-2 QS modul	KLF5 inhibitor	aSyn 5UTR inh	IEC-6 tox
CCOc1ccc(-n2c(Cc3cc(=O)[nH]c(=O)[nH]3)nnc2SCC(=O)OC)cc1	6.7	3.3	-0.3	3.1	-8.3	4.1	35.2	-40.4	-13.1	0.9
Cc1ccc(C(=O)N2CCCc3ccccc32)c(F)c1F	-5.8	-7.2	-17.3	-0.2	13.2	-6.6	10.4	-11.5	7.5	-9.4
C=CCN1C(=O)c2ccc(C(=O)N(CC(C)C)c3c(N)n(CCCC)c(=O)[nH]c3=O)cc2C1=O	1.8	/	0.4	-0.7	18.3	1.7	6.0	/	11.5	/
CCOC(=O)C1(Cc2ccccc2Cl)CCN(C(=O)CN2CCOC2=O)CC1	32.8	-2.8	2.6	-1.9	46.4	2.1	9.7	-83.9	-144.6	-0.9
CCN(CC)C(=O)Oc1nnc(SC(C)C)n1-c1ccc(Cl)cc1	-8.0	-2.8	-0.4	-4.9	-7.2	-4.5	15.0	-4.3	17.0	-4.8
CCc1nnc(NC(=O)c2ccc(-c3ccc(Cl)cc3)o2)s1	-2.0	3.4	-0.6	-0.6	8.7	-8.6	47.4	-54.6	-30.4	6.4
CCN1C(=O)c2cccc3c(S(=O)(=O)NCC4CCCO4)ccc1c23 (centres undefined)	8.3	0.4	-0.1	/	19.2	-3.8	14.7	-0.1	-4.9	5.5
CCOC(=O)Cc1csc(SCn2nnc3ccccc3c2=O)n1	-6.3	0.9	-0.1	5.1	1.6	-0.6	9.0	-5.2	8.0	-1.7
O=C(CNC(=O)c1ccco1)OCC(=O)c1ccc([N+](=O)[O-])cc1	-6.2	0.1	-6.0	4.9	-4.5	-4.1	28.0	-12.9	3.7	-1.9
Cn1cc(CN2CCN(Cc3ccccc3)CC2)c(-c2cccc(Cl)c2)n1	-5.4	-0.3	0.2	0.1	7.9	4.7	7.5	-19.5	-18.5	-5.4
O=S(=O)(C/C(=C/CO)S(=O)(=O)c1ccccc1)c1ccccc1	-77.0*	8.6	-1.5	-3.0	-79.4	1.9	-23.7	27.4	-70.8	96.3*
O=C(Nc1ccncc1)c1cc(-c2ccccn2)nc2ccc(Br)cc12	3.9	2.2	-0.7	-2.6	-10.2	-3.0	2.3	7.4	12.6	2.2
O=C(Nc1cc(Cl)ccc1-n1cncn1)c1cncc(Br)c1	1.4	/	-1.4	-5.2	-13.4	0.9	20.5	/	26.9	/
Cc1cccc(NC(=O)CCS(=O)(=O)c2cc3c(cc2Cl)NC(=O)CO3)c1	4.2	-3.1	0.1	5.0	-1.3	0.0	0.3	-39.8	15.5	0.7
O=C(CCc1ccccc1)NCCc1cccs1	-0.8	-1.1	0.4	-0.3	25.1	13.0	-33.2	-36.3	-14.4	-4.7
O=C(Cc1ccc(Br)cc1)NCCCn1ccnc1	-4.5	4.2	0.8	-1.6	0.6	-4.1	0.5	-27.5	0.3	5.0
O=C(Nc1ccc(-n2cccn2)cc1)C1CCN(Cc2ccsc2)CC1	-5.4	-1.0	-0.3	1.5	-8.1	0.1	21.5	-56.6	-6.6	-2.9
CCOC(=O)N1CCN(C(=O)/C=C/c2ccc(OC)c(OC)c2)CC1	-5.0	0.6	-1.0	-1.6	4.5	/	35.7	-15.9	12.0	-0.5
CCn1c(SCC(=O)Nc2cccc(NC(C)=O)c2)nnc1C(C)C	-4.3	-3.2	-0.1	3.1	3.0	-3.4	4.9	-0.7	-1.0	-1.8
O=C(O)c1cc(S(=O)(=O)N2CCOCC2)ccc1N1CCOCC1	0.3	3.2	0.4	?	3.0	/	13.9	-11.2	18.4	0.7
C/C(=N\NC(=O)c1ccc(O)cc1)c1cccc(NC(=O)c2ccccc2C)c1	6.8	-0.6	0.4	-1.2	19.3	27.5	3.1	-68.9	-38.0	-0.6
COc1ccc2nc3sc(C(=O)N4CCN(C)CC4)cc3cc2c1	3.3	0.3	0.6	-4.2	2.1	5.4	-85.8*	9.2	-5.4	4.2
Cc1nc2nc(SCc3ccccc3)[nH]n2c(=O)c1CCC(C)C	-4.3	-1.3	1.7	-1.1	-11.8	4.3	19.1	-6.3	-9.1	-1.1
CC1=NN(C(=O)c2cccc(Cn3nc(C)c([N+](=O)[O-])c3C)c2)C(O)(C(F)(F)F)C1 (centres undefined)	10.5	1.5	0.2	3.6	14.5	1.0	23.6	-12.1	22.5	-0.7
CCOC(=O)C1CCCCN1Cc1cc(OC)ccc1OC (centres undefined)	-6.0	-3.1	/	-3.2	-6.8	-8.5	10.0	-13.7	12.8	1.2
Cc1cc(=O)oc2cc(O[C@@H]3O[C@H](CO)[C@H](O)[C@H](O)[C@H]3O)ccc12	-4.2	2.3	-0.8	/	-2.4	0.3	4.3	2.7	-6.3	0.4
CC1(C)CC(=O)c2c(n(-c3cccc4ccccc34)ccc2=O)C1	-4.4	-1.5	0.3	-3.2	-4.4	17.0	6.7	-26.2	-4.2	-3.7
Remaining list, next part
SMILES	HSF1 inhib	HSP90 refold inh	HIF act	HDAC3 inhib	HSF1 activator	Platelet DG rel	AI-2 QS modul	KLF5 inhibitor	aSyn 5UTR inh	IEC-6 tox
CCSc1nc2ccc(N3C(=O)C4C5C=CC(C5)C4C3=O)cc2s1 (centres undefined)	6.2	-3.2	0.7	-6.4	15.7	0.1	-31.6	-18.2	-36.8	-6.3
Cc1ccc(N(Cc2cc(=O)[nH]c3ccccc23)C(=O)c2ccco2)cc1	1.6	0.7	0.4	-5.2	15.7	-1.1	21.2	-8.4	16.3	3.8
CCN(CC)c1nc2ccccc2c(N)c1-c1ccccc1	-3.9	0.2	-1.1	5.5	1.9	-0.6	19.9	-18.4	20.1	1.2
Cn1c(CCN2CCN(c3ccccn3)CC2)nc2cc(NS(=O)(=O)c3ccc(Cl)cc3)ccc21	30.2	-1.4	2.0	1.6	46.0	-3.9	12.1	-14.5	8.0	17.1
O=C(Nc1ccc(N2CCCC2)cc1)c1cccc(Cl)c1Cl	-0.1	3.3	1.4	5.5	5.0	-8.6	4.4	-77.8	-99.6	0.2
Cc1cccc(N/N=C/c2ccncc2)c1	-1.7	-2.8	1.9	2.6	3.4	2.6	-3.0	-56.8	-108.7	-5.8
C(=N\N1CCN(C2c3ccccc3-c3ccccc32)CC1)/c1ccccn1	-6.0	0.4	-0.1	2.3	-19.8	-7.5	5.3	13.1	5.7	-1.1
CC(=O)Nc1ccc(NC(=O)CCOc2cc(C)ccc2C)cc1	6.3	7.3	-30.9	5.1	24.2	-2.6	26.1	1.1	0.1	2.4
CCOCCc1nnc(NC(=O)CS(=O)(=O)c2ccc(C)cc2)s1	-4.9	-3.3	1.0	-0.4	-2.0	16.0	13.0	-12.9	-8.0	0.8
